GRIN3A LBD mod: NR3A (human) ligand-binding domain modulation; NR3A LBD differential scanning fluorimetry, Tm shift; 0% = protein alone, 100% = glycine-bound protein; Tm shift relative to glycine control, % at 25 µM; hit rate 2.5% among 340,000; AID 1259313;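 active = melting temperature shift of at least 10% of the positive control shift, at one fixed dose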
APJ ag: agonists of human APJ apelin receptor; CHO-K1 APJ PathHunter beta-arrestin, luminescence; 0% DMSO wells, 100% apelin; activation, % at 20 µM; hit rate 0.11% among 330,000; P35414;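 active = activation more than six SD over the plate average, tested at 20 µM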;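 also: 0% = DMSO alone and 100% = apelin-13 at 10 nM; some results filed as inactive read as strong as hits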
Target sequence (P35414 whole entry, looked up): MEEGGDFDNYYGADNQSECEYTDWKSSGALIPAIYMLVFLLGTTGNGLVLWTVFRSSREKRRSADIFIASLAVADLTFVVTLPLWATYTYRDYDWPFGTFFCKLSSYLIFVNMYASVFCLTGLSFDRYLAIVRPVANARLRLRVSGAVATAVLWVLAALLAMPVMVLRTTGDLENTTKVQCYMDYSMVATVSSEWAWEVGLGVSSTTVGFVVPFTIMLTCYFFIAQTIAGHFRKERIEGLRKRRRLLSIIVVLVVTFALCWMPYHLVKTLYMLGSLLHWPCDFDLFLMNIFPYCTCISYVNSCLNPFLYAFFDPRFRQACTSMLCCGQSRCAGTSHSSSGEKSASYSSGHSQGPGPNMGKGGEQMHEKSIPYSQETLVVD
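Incubation: overnight seeding, 90 min compound at 25 °C, 1 h detection; test system: PathHunter CHO-K1 APJ (AGTRL-1) beta-arrestin reporter cells; amount: 1000 cells/well; doses: one dose, 20 µM compound, 1% DMSO; measured by: beta-gal luminescence; measure: agonist-driven arrestin binding to APJ; benchmarks: negative DMSO alone, positive Apelin-13 at 10 nM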
Mdm2 MdmX PPI: inhibitors of human Mdm2/MdmX interaction. O15151+Q00987. AID 485346. inhibition, % at 8 µM. hit rate 3% among 330,000. SaOS-2 split-luciferase Mdm2/MdmX complementation, luminescence;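 active = inhibition of at least 50% at 8 µM in the primary screen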
TIM10 inh: inhibits growth of TIM10 yeast strain; S. cerevisiae TIM10 strain growth, BacTiter-Glo luminescence, 24 h; hit rate 1.4% among 330,000; inhibition, % at 10 µM;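 active = inhibition of 40% or more at the single tested concentration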;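 also: wild-type TIM10 isogenic control strain grown at permissive 25 °C; 0% = DMSO yeast wells and 100% = minimal medium wells without yeast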
UPR XBP1 act: activators of adaptive arm of unfolded protein response (XBP1) | activation, % at 20 µM | CHO-XBP1 luciferase reporter, IRE1-XBP1 UPR activation, luminescence; percent of tunicamycin response, DMSO as zero | hit rate 0.33% among 330,000;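 active = versus positive control, 20 µM dose yields 30% or more activation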;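 also: 100% = tunicamycin at 10 µg/mL and 0% = DMSO only wells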
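Signal: luciferase luminescence; Assay system: CHO-XBP1 luciferase reporter cells; Amount: one thousand reporter cells per well; Dosing: 20 µM single concentration, DMSO 1%; Benchmarks: high control tunicamycin 10 µg/mL final, low control DMSO vehicle only; Schedule: 6 h compound exposure at 37 °C, 5% CO2; Evaluation: percent activation relative to tunicamycin reference.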
CHOP UPR activ: apoptotic UPR (CHOP) activation | CHO-CHOP luciferase reporter, luminescence; percent of tunicamycin response over DMSO baseline | hit rate 0.34% among 330,000 | activation, % at 10 µM | AID 449763;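 active = at 10 µM dose, activation of 40% or more, normalized to positive control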;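 also: 100% = tunicamycin at 10 µg/mL and 0% = DMSO alone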
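Dosing – one dose, 10 µM in 0.5% DMSO · System – CHO-CHOP cells, stable luciferase reporter of PERK-eIF2a-CHOP signalling · Input – 500 cells/well · Control set – tunicamycin 10 µg/mL final as positive, DMSO-only wells as negative · Timing – 6 h compound treatment, 37 °C · Measure – % activation vs tunicamycin · Technique – luminescence read with Steady-Glo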
tim10-1 inh: growth inhibitors of tim10-1 mutant yeast. S. cerevisiae tim10-1 ts strain growth, BacTiter-Glo, 24 h. inhibition, % at 20 µM. hit rate 2.2% among 330,000;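 active = inhibition of at least 40%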;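 also: mutant grown at 25 °C; 0% = DMSO wells with yeast and 100% = wells holding no yeast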
NALP3 yeast inh: inhibitors of NALP3 inflammasome in yeast. Yeast reconstituted NLRP3/ASC/caspase-1, beta-gal luminescence, 24 h. inhibition, % at 10 µM. hit rate 0.39% among 330,000;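 active = inhibition of 50% or more; inactive = inhibition below 50%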;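 also: plate controls were induced DMSO wells for no effect and uninduced yeast grown without galactose for full effect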
tim23-1 inh: inhibits growth of tim23-1 mutant yeast. AID 463212. inhibition, % at 20 µM. hit rate 1.3% among 330,000. S. cerevisiae tim23-1 growth, BacTiter-Glo luminescence, 24 h;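 active = growth inhibition of the mutant yeast at or above 50%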;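 also: temperature-sensitive mutant grown at 25 °C; plate controls were DMSO-treated mutant yeast for no effect and medium wells lacking yeast for full effect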
Starred values were filed as active, the others as inactive.

`CCOC(=O)C1(CCOC)CCN(Cc2ccc(COC)o2)CC1` gave GRIN3A LBD mod 1, APJ ag -4, Mdm2 MdmX PPI -7, TIM10 inh -22, UPR XBP1 act -2, CHOP UPR activ -1.5, tim10-1 inh -15, NALP3 yeast inh 8 and tim23-1 inh 2.
`COc1ccc(OC)c(S(=O)(=O)NCC(=O)NC2CCCc3ccccc32)c1` (stereo unspecified) gave GRIN3A LBD mod 2, APJ ag -8, Mdm2 MdmX PPI 16, TIM10 inh 1, UPR XBP1 act -5, CHOP UPR activ 1.5, tim10-1 inh 16, NALP3 yeast inh 17 and tim23-1 inh 26.
`COc1cc(NC(=O)COC(=O)c2[nH]c(C)c(C(C)=O)c2C)cc(OC)c1` gave GRIN3A LBD mod -8, APJ ag 2, Mdm2 MdmX PPI 51*, TIM10 inh -13, UPR XBP1 act -2, CHOP UPR activ 0.2, tim10-1 inh -9, NALP3 yeast inh 17 and tim23-1 inh -8.
Nc1ccc(C#Cc2ccccc2)cc1 was read as GRIN3A LBD mod -1, APJ ag -2, Mdm2 MdmX PPI 2, TIM10 inh 14, UPR XBP1 act 3, CHOP UPR activ 2.8, tim10-1 inh 10, NALP3 yeast inh 14 and tim23-1 inh 18.
For COc1ccccc1N1CCN(S(=O)(=O)c2cnc[nH]2)CC1 the results were GRIN3A LBD mod -2, APJ ag 1, Mdm2 MdmX PPI -1, TIM10 inh -2, UPR XBP1 act -3, CHOP UPR activ 0.7, tim10-1 inh 5, NALP3 yeast inh -1 and tim23-1 inh 9.
`COc1ccc(OCc2cc(C(=O)N3CCOCC3)no2)c(Cl)c1` gave GRIN3A LBD mod 0, APJ ag -1, Mdm2 MdmX PPI -77, TIM10 inh 3, UPR XBP1 act -1, CHOP UPR activ 3.5, tim10-1 inh -19, NALP3 yeast inh 12 and tim23-1 inh 3.
For CC1(C)CC(=O)N(c2ccc(C#N)cc2)C(=O)C1 the results were GRIN3A LBD mod -1, APJ ag -3, Mdm2 MdmX PPI -7, TIM10 inh 1, UPR XBP1 act 1, CHOP UPR activ 1.5, tim10-1 inh 2, NALP3 yeast inh 20 and tim23-1 inh 4.
Screening COc1cccc(CNC(=O)CCC2CCCN(Cc3cc4ccccc4o3)C2)c1 (stereo unspecified) returned GRIN3A LBD mod -1, APJ ag -2, Mdm2 MdmX PPI 4, TIM10 inh 12, UPR XBP1 act -4, CHOP UPR activ 0.4, tim10-1 inh 8, NALP3 yeast inh -9 and tim23-1 inh -14.
COc1ccc(C(CNC(=O)CCNC(=O)c2ccccc2Cl)N2CCCC2)cc1 (stereo unspecified) was read as GRIN3A LBD mod 0, APJ ag -2, Mdm2 MdmX PPI 3, TIM10 inh -2, UPR XBP1 act -1, CHOP UPR activ -2.3, tim10-1 inh 0, NALP3 yeast inh 6 and tim23-1 inh -13.
Screening COc1ccc(C2C(C(=O)c3cccs3)=C(O)C(=O)N2CCN2CCOCC2)c(OC)c1 (stereo unspecified) returned GRIN3A LBD mod 1, APJ ag -3, Mdm2 MdmX PPI 11, TIM10 inh -15, UPR XBP1 act -1, CHOP UPR activ -2.4, tim10-1 inh -8, NALP3 yeast inh 12 and tim23-1 inh -1.
`CC(=O)NC1=NN(C(C)=O)C(c2cccc([N+](=O)[O-])c2)S1` (stereo unspecified) gave GRIN3A LBD mod 2, APJ ag -5, Mdm2 MdmX PPI 2, TIM10 inh -1, UPR XBP1 act 0, CHOP UPR activ -1.5, tim10-1 inh 10, NALP3 yeast inh 25 and tim23-1 inh -1.
For Cc1ccc(SCC(=O)N(C)C2CCS(=O)(=O)C2)cc1 (stereo unspecified) the results were GRIN3A LBD mod 1, APJ ag -4, Mdm2 MdmX PPI 17, TIM10 inh -5, UPR XBP1 act -1, CHOP UPR activ 1.1, tim10-1 inh 16, NALP3 yeast inh -20 and tim23-1 inh 9.
Screening C=CCn1c(SCC(=O)N2CC(=O)Nc3ccccc32)nc2scc(-c3cccs3)c2c1=O returned GRIN3A LBD mod -6, APJ ag -2, Mdm2 MdmX PPI 29, TIM10 inh 7, UPR XBP1 act 2, CHOP UPR activ 2.8, tim10-1 inh 4, NALP3 yeast inh 5 and tim23-1 inh -18.
COc1ccc(C(=O)/C=C/N2CCCCC2)cc1OC was read as GRIN3A LBD mod -2, APJ ag -2, Mdm2 MdmX PPI 6, TIM10 inh -6, UPR XBP1 act -2, CHOP UPR activ 6.1, tim10-1 inh -8, NALP3 yeast inh -11 and tim23-1 inh -5.
Cc1cc(C(=O)NC2CCCN(Cc3ccc(Cl)cc3)C2)no1 (stereo unspecified) was read as GRIN3A LBD mod -1, APJ ag 0, Mdm2 MdmX PPI 5, TIM10 inh 2, UPR XBP1 act -3, CHOP UPR activ -0.2, tim10-1 inh -12, NALP3 yeast inh 27 and tim23-1 inh 15.
For COc1ccc(OCCOc2ccc(N(C)S(=O)(=O)c3ccccc3)cc2)cc1 the results were GRIN3A LBD mod 0, APJ ag -2, Mdm2 MdmX PPI 1, TIM10 inh 10, UPR XBP1 act 0, CHOP UPR activ -0.8, tim10-1 inh 20, NALP3 yeast inh 7 and tim23-1 inh 18.
CN1C(=O)N(C)C2(c3ccccc3)Nn3c(s/c(=C/c4ccco4)c3=O)=NC12c1ccccc1 (stereo unspecified) was read as GRIN3A LBD mod 1, APJ ag 4, Mdm2 MdmX PPI 21, TIM10 inh 15, UPR XBP1 act 0, CHOP UPR activ -0.2, tim10-1 inh 16, NALP3 yeast inh 15 and tim23-1 inh 20.
For CCC(C)N=CC1=C(O)C(C(=O)OC)C(C)(C)CC1=O (stereo unspecified) the results were GRIN3A LBD mod -2, APJ ag -5, Mdm2 MdmX PPI 12, TIM10 inh 7, UPR XBP1 act -1, CHOP UPR activ 0.7, tim10-1 inh -4, NALP3 yeast inh 7 and tim23-1 inh 13.
Screening C=CCNS(=O)(=O)c1cccc2cc(C(=O)O)c(O)cc12 returned GRIN3A LBD mod -3, APJ ag -4, Mdm2 MdmX PPI 26, TIM10 inh 7, UPR XBP1 act -1, CHOP UPR activ 1.4, tim10-1 inh 3, NALP3 yeast inh 3 and tim23-1 inh 3.
`COc1ccc(C(=O)COC(=O)c2sc(C)nc2C)cc1OC` gave GRIN3A LBD mod -2, APJ ag -3, Mdm2 MdmX PPI 6, TIM10 inh 7, UPR XBP1 act 1, CHOP UPR activ 1.7, tim10-1 inh 14, NALP3 yeast inh 10 and tim23-1 inh 4.

A draw from above in order of heavy-atom count, rising.
For CCC(C)N=CC1=C(O)C(C(=O)OC)C(C)(C)CC1=O (stereo unspecified) the results were GRIN3A LBD mod -2, APJ ag -5, Mdm2 MdmX PPI 12, TIM10 inh 7, UPR XBP1 act -1, CHOP UPR activ 0.7, tim10-1 inh -4, NALP3 yeast inh 7 and tim23-1 inh 13.
For COc1ccccc1N1CCN(S(=O)(=O)c2cnc[nH]2)CC1 the results were GRIN3A LBD mod -2, APJ ag 1, Mdm2 MdmX PPI -1, TIM10 inh -2, UPR XBP1 act -3, CHOP UPR activ 0.7, tim10-1 inh 5, NALP3 yeast inh -1 and tim23-1 inh 9.
`COc1ccc(C(=O)COC(=O)c2sc(C)nc2C)cc1OC` gave GRIN3A LBD mod -2, APJ ag -3, Mdm2 MdmX PPI 6, TIM10 inh 7, UPR XBP1 act 1, CHOP UPR activ 1.7, tim10-1 inh 14, NALP3 yeast inh 10 and tim23-1 inh 4.
`CCOC(=O)C1(CCOC)CCN(Cc2ccc(COC)o2)CC1` gave GRIN3A LBD mod 1, APJ ag -4, Mdm2 MdmX PPI -7, TIM10 inh -22, UPR XBP1 act -2, CHOP UPR activ -1.5, tim10-1 inh -15, NALP3 yeast inh 8 and tim23-1 inh 2.

(next part)
Screening O=C(N/N=C/c1ccc(O)cc1)c1cc(-c2ccccc2)nc2ccccc12 returned GRIN3A LBD mod 13*, APJ ag -2, Mdm2 MdmX PPI 28, TIM10 inh 7, UPR XBP1 act 0, CHOP UPR activ 1.5, tim10-1 inh 7, NALP3 yeast inh 11 and tim23-1 inh 1.
Screening Cc1cc(C(F)(F)F)nn1Cc1n[nH]c(=S)n1Cc1ccccc1 returned GRIN3A LBD mod 0, APJ ag -2, Mdm2 MdmX PPI 11, TIM10 inh 6, UPR XBP1 act 0, CHOP UPR activ -2.5, tim10-1 inh 18, NALP3 yeast inh 13 and tim23-1 inh 18.
Cc1ccc(-c2nnc(SCC(=O)NCCN3C(=O)CSC3=O)n2C)cc1 was read as GRIN3A LBD mod 2, APJ ag 0, Mdm2 MdmX PPI -54, TIM10 inh 15, UPR XBP1 act 1, CHOP UPR activ 0.0, tim10-1 inh -2, NALP3 yeast inh 16 and tim23-1 inh 11.
Screening CCC(C)[C@H]1CNCCN1CCc1cc(C(F)(F)F)cc(C(F)(F)F)c1 (stereo partly specified) returned GRIN3A LBD mod 1, APJ ag -5, Mdm2 MdmX PPI 24, TIM10 inh 8, UPR XBP1 act 5, CHOP UPR activ -0.6, tim10-1 inh 11, NALP3 yeast inh 8 and tim23-1 inh 2.
O=C(O)C1C2C=CC3(CN(CC(O)COc4ccccc4)C(=O)C13)O2 (stereo unspecified) was read as GRIN3A LBD mod -1, APJ ag -4, Mdm2 MdmX PPI 18, TIM10 inh -7, UPR XBP1 act 1, CHOP UPR activ -3.2, tim10-1 inh -2, NALP3 yeast inh -14 and tim23-1 inh 1.
CCN(CC)C(=O)CSC1=Nc2ccccc2C2=NC(Cc3c[nH]c4ccccc34)C(=O)N12 (stereo unspecified) was read as GRIN3A LBD mod -1, APJ ag -2, Mdm2 MdmX PPI 2, TIM10 inh 9, UPR XBP1 act -1, CHOP UPR activ 0.1, tim10-1 inh 8, NALP3 yeast inh 10 and tim23-1 inh 17.
Screening CCSc1nc(-c2ccccc2)c(C#N)c(=O)[nH]1 returned GRIN3A LBD mod 2, APJ ag -2, Mdm2 MdmX PPI -8, TIM10 inh 4, UPR XBP1 act 4, CHOP UPR activ 0.2, tim10-1 inh -9, NALP3 yeast inh 15 and tim23-1 inh 0.
O=S(=O)(NCc1ccccn1)c1ccc(F)cc1 was read as GRIN3A LBD mod 1, APJ ag 5, Mdm2 MdmX PPI 8, TIM10 inh -3, UPR XBP1 act -4, CHOP UPR activ -2.7, tim10-1 inh 7, NALP3 yeast inh 6 and tim23-1 inh 17.
Screening O=C(CCNC(=O)c1ccc(Cl)cc1)Nc1nc2ccccc2[nH]1 returned GRIN3A LBD mod -2, APJ ag 0, Mdm2 MdmX PPI 7, TIM10 inh -3, UPR XBP1 act -3, CHOP UPR activ 0.9, tim10-1 inh -14, NALP3 yeast inh 17 and tim23-1 inh -7.

This is a random part of the collection, and some 8.2% of all compounds hit somewhere here.
